GFP derepression: epigenetic modulators derepressing GFP locus in mouse cells; mouse C127i GFP locus derepression, cytometry, 30 h; Potency, µM (highest dose often 46.1 µM), without a hit: at the top dose GFP derepression (activation); actives 0.09% (n = 68,000); AID 597; note: % of control where 0% means no effect
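Locus derepression in mouse mammary C127i cells whose integrated CMV-GFP reporter is normally silent; GFP expression after 30 h compound treatment was quantified by counting fluorescent cells.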
USP2a inhib: blocks human ubiquitin-specific protease USP2a. O75604. USP2a enzymatic assay, qHTS inhibition. Potency, µM (titrated, usually from 38.3 µM), for inactives: top-dose activity change, negative = inhibition, hits mostly inhibitors. actives 0.1% (n = 60,000);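 note: potency is the fitted concentration of half-maximal effect; nearly all actives have a fitted effect of over 60% in size; plate controls were DMSO for no effect and NEM full inhibition control for full effect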
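USP2 core (20nM final) preincubated 30 min RT with compound, then Ub-PLA2 20nM and NBD C6-HPC 20uM final added; buffer 20mM Tris-HCl pH 8.0, 2mM CaCl2. Fluorescence Ex 460/Em 535 read at 0 and 2.5 h; normalized to NEM.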
ALOX15 inhib: inhibitors of human 15-lipoxygenase (ALOX15); purified 15hLO-1, xylenol orange hydroperoxide absorbance; AID 887; Potency, µM (titrated, usually from 57.1 µM), for the others: top-dose activity change, negative = inhibition, actives largely listed as inhibitors; P16050; actives 1.4% (n = 74,000); note: potency is the fitted concentration of half-maximal effect; % is set by controls: 0 for no effect and ±100 for the full control effect; nearly all actives have a fitted effect of over 55% in size
Target sequence (P16050 whole entry, looked up): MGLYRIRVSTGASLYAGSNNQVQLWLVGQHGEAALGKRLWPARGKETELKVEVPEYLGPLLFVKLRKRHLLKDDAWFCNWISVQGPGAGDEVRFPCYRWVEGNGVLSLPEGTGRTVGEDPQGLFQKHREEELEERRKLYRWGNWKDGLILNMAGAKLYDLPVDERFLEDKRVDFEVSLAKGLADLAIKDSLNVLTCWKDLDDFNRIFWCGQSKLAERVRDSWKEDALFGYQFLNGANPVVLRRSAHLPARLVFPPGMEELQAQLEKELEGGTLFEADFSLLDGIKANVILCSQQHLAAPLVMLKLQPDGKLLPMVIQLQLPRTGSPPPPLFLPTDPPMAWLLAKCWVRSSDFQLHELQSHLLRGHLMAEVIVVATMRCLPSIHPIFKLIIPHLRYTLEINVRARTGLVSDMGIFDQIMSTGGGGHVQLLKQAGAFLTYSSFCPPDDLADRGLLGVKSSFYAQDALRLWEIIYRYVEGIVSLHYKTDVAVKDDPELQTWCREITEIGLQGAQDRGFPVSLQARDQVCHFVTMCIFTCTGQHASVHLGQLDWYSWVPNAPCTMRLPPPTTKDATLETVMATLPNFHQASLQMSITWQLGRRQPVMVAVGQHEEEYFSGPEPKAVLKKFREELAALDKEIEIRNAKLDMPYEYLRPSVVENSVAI
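Readout: Fe(III)-xylenol orange absorbance, 573-to-405 nm ratio as reaction progress. Enzyme 40 nM purified human 15hLO-1, substrate 50 uM arachidonic acid, 6 min RT after 15 min compound preincubation; Hepes pH 7.5 buffer with Triton X-100.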
BRCT PPI red: BRCT-phosphoprotein interaction inhibition (red fluorophore); P38398; BRCT-phosphopeptide binding, red fluorescence polarization; Potency, µM (titrated, usually from 76.9 µM), inactives show at the top dose activity change, negative = inhibition, actives largely listed as inhibitors; actives 0.03% (n = 75,000); note: % is set by controls: 0 for no effect and ±100 for the full control effect
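Rhodamine-labelled pBACH1 10-mer (100 nM) bound to BRCT domain (100 nM) at pH 7.3; compounds incubated 12 min room temperature, polarization read. Free peptide defines full inhibition; unlabelled decapeptide titrated as control.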
HADH2 inhib: blocks human hydroxyacyl-CoA dehydrogenase type II; Potency, µM (titrated, usually from 57.1 µM), inactives show top-dose activity change, negative = inhibition, most hits filed as inhibitors; Q99714; actives 3.4% (n = 73,000); AID 886; recombinant HADH2, NADH fluorescence, beta-hydroxybutyryl-CoA; note: potency is the fitted concentration of half-maximal effect; % is set by controls: 0 for no effect and ±100 for the full control effect; nearly all actives have a fitted effect of over 60% in size; many of its hits are not listed in these tables
Target sequence (Q99714 whole entry, looked up, one chain of several): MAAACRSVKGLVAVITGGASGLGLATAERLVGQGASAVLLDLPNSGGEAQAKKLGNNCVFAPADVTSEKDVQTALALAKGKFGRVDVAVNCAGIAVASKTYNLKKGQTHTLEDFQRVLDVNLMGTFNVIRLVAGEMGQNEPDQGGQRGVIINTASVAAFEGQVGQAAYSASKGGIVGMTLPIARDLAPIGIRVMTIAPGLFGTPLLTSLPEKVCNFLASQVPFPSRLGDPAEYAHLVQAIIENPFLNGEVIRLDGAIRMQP
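Activity measured as NADH fluorescence gain (360/450 nm), taken as the change between first and last reads of a 4-min kinetic run. Conditions: pH 9.0 Tris buffer, 20 nM E. coli-expressed His-tagged enzyme, 1 mM NAD+, 90 uM beta-hydroxybutyryl-CoA; 15-min compound preincubation.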
BRCT PPI green: inhibitors of human BRCA1 BRCT-phosphoprotein interaction (green fluorophore); P38398; BRCA1 BRCT-phosphopeptide binding, green fluorescence polarization; Potency, µM (doses to about 76.9 µM), for the others: top-dose activity change, negative = inhibition, usual class: inhibitors; actives 0.05% (n = 75,000); AID 875;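 note: potency is the fitted concentration of half-maximal effect; plate controls were peptide without protein for full effect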
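Fluorescence polarization: His-tagged BRCT (~35 kDa BRCA1 C-terminus, 250 nM) bound to 100 nM fluorescein-labeled phosphorylated 10-aa BACH1 peptide, pH 7.3 phosphate buffer with DTT and Tween 20. Compounds incubated 12 min at room temperature; inhibition read as lowered polarization.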
Numbers without * were called inactive; ? = inconclusive; / = no result given; & = joins results of further samples; [ ] = dose if it differs, or a comment. Calls come from the whole dose curve; as a rule, active = well fitted curve in the direction sought with a large enough effect; inconclusive = small, poorly fitted or top-dose-only effect, or another doubt; inactive = no such curve, though single readings can be large; an effect the other way counts as inactive or inconclusive. These rows are one share of the data, so the mix of outcomes need not match the whole.

mol,GFP derepression,USP2a inhib,ALOX15 inhib,BRCT PPI red,HADH2 inhib,BRCT PPI green
COCC(C)OC(=O)c1c(N)n(Cc2ccco2)c2nc3ccccc3nc12 (configuration not stated),-3.7%[20.6 µM],/,/,/,/,/
O=c1[nH]c(=O)n(-c2cccc(Cl)c2)c(O)c1C=NCCN1CCCCC1,14.8%[20.6 µM],/,/,/,/,/
Nc1c(C(=O)NCc2ccco2)c2nc3ccccc3nc2n1CCN1CCCCC1,2.6%[20.6 µM],/,/,/,/,/
O=C(Nc1ccncc1)c1c(O)c2ccccc2n(Cc2ccccc2)c1=O,0.0%[20.6 µM],/,/,/,/,/
O=c1[nH]c(=O)n(Cc2ccccc2)c(O)c1C=NCCN1CCNCC1,2.3%[20.6 µM],/,/,/,/,/
O=c1[nH]c(=O)n(Cc2ccco2)c(O)c1C=NCCCn1ccnc1,0.0%[20.6 µM],/,/,/,/,/
O=c1[nH]c(=O)n(C2CCCCC2)c(O)c1C=NCCCn1ccnc1,-2.6%[20.6 µM],/,/,/,/,/
CCCCOCCCn1c(N)c(C(=O)OCCOC)c2nc3ccccc3nc21,2.2%[20.6 µM],/,/,/,/,/
OC(c1ccc(F)cc1)C(c1ccccc1)N1CCOCC1 (configuration not stated),-2.6%[20.6 µM],/,/,/,/,/
OC1(c2ccc(F)cc2)CCNC1 (configuration not stated),7.7%[20.6 µM],/,/,/,/,/
CC1CCC(C(C)C)C(OP(N)(=O)c2ccccc2)C1 (configuration not stated),-1.6%[20.6 µM],/,/,/,/,/
CCOC(=O)[C@@]1(C#N)[C@@H]2C=CC(C(N)=O)=CN2[C@@H](C(N)=O)[C@@H]1c1cccc(Cl)c1,0.0%[20.6 µM],/,/,/,/,/
COC(=O)C(c1ccccc1)N1CCCCCC1 (configuration not stated),2.6%[20.6 µM],/,/,/,/,/
CC1CN=C(Nc2ccc(N(C)C)cc2)S1 (configuration not stated),-2.6%[20.6 µM],/,/,/,/,/
Cn1c(O)c(C=NCCCNC2CCCCC2)c(=O)n(C)c1=O,17.8%[20.6 µM],/,/,/,/,/

Reprinted at random: 4 records from the list
mol,GFP derepression,USP2a inhib,ALOX15 inhib,BRCT PPI red,HADH2 inhib,BRCT PPI green
O=c1[nH]c(=O)n(Cc2ccco2)c(O)c1C=NCCCn1ccnc1,0.0%[20.6 µM],/,/,/,/,/
O=c1[nH]c(=O)n(Cc2ccccc2)c(O)c1C=NCCN1CCNCC1,2.3%[20.6 µM],/,/,/,/,/
CC1CN=C(Nc2ccc(N(C)C)cc2)S1 (configuration not stated),-2.6%[20.6 µM],/,/,/,/,/
COC(=O)C(c1ccccc1)N1CCCCCC1 (configuration not stated),2.6%[20.6 µM],/,/,/,/,/

Continued:
mol,GFP derepression,USP2a inhib,ALOX15 inhib,BRCT PPI red,HADH2 inhib,BRCT PPI green
CC1(C)CC(n2[nH]c(=O)c3c2NC(=O)CSC3c2ccccc2)CCO1 (configuration not stated),5.9%[20.6 µM],/,/,/,/,/
CCCCCCn1c(O)c(C=NCCCn2ccnc2)c(=O)[nH]c1=O,-2.6%[20.6 µM],/,/,/,/,/
CN1CCc2nc(SCC(=O)OC(C)(C)C)c(C#N)cc2C1,4.4%[20.6 µM],/,/,/,/,/
COC(=O)C(O)(c1c[nH]c2ccccc12)C(F)(F)F (configuration not stated),11.1%[20.6 µM],/,/,/,/,/
COC(=O)C(O)(c1ccc(NC(=O)c2ccco2)c(OC)c1)C(F)(F)F (configuration not stated),8.3%[20.6 µM],/,/,/,/,/
O=c1[nH]c(=O)n(Cc2ccccc2)c(O)c1C=NCCN1CCOCC1,-0.4%[20.6 µM],/,/,/,/,/
CC1=NOC2(C)Nc3ncnn3C(c3ccccc3)C12 (configuration not stated),-2.6%[20.6 µM],/,/,/,/,/
COc1cc2[nH]c(=O)n(-c3cccc(Cl)c3)c(=O)c2cc1OC,-3.2%[20.6 µM],/,/,/,/,/
CCCCCCn1c(O)c(C=NC2CCN(Cc3ccccc3)CC2)c(=O)[nH]c1=O,-3.7%[20.6 µM],/,/,/,/,/
C[N+]1(C)[C@@H]2CC[C@H]1CC(OC(=O)C(CO)c1ccccc1)C2 (some centres not stated),-1.6%&10.1%[20.6 µM],/,/,/,/,/
Cc1c(N=Cc2c(O)n(CCc3ccc(F)cc3)c(=O)[nH]c2=O)c(=O)n(-c2ccccc2)n1C,26.3%[20.6 µM],/,/,/,/,/
COc1ccc2c(c1OC)C(=O)OC2c1c(O)n(C2CCCCC2)c(=O)[nH]c1=O (configuration not stated),2.6%[20.6 µM],/,/,/,/,/
COC(=O)[C@@H]1C[C@@]2(O)[C@@H](O)[C@@H](O)[C@@H](O)C[C@H]2N1Cc1cccnc1,/,/,/,0.7%,/,-2.7%
C/C=C1/C[C@@H](C)[C@](O)(CO)C(=O)OCC2=CCN3CC[C@@H](OC1=O)C23 (some centres not stated),/,/,-1.8%[25.6 µM],0.5%,/,-1.0%
O=c1cccc2n1CC1CC2CN2CCCC[C@H]12 (some centres not stated),/,/,-3.5%[25.6 µM],-0.2%,/,0.0%
CC1CC[C@@]2(NC1)O[C@@H]1C[C@H]3C4CC=C5C[C@@H](O)CC[C@]5(C)C4CC[C@]3(C)[C@H]1[C@@H]2C (some centres not stated),/,/,19.5%[25.6 µM],2.1%,/,-2.2%
O=c1cccc2n1CC1CC2CN(CCO)C1 (configuration not stated),/,/,4.5%[25.6 µM],-0.1%,/,-0.5%
c1cc2c(cc1[C@H]1OC[C@@H]3[C@H]1CO[C@H]3c1ccc3c(c1)OCO3)OCO2,/,/,7.6%[25.6 µM],-1.0%,/,0.2%
CC(C)(C)[C@]1(O)C[C@@H]2OC(=O)C[C@@]23C(=O)O[C@@H]2OC(=O)[C@H](O)[C@]213,/,/,?,0.0%,/,0.5%
C[C@]1(C(=O)O)CCC[C@]2(C)c3cc(O)ccc3CC[C@@H]12,/,/,19.4%[25.6 µM],1.3%,/,-1.1%
CCN1C[C@@]2(COC)C3[C@@H](OC)C4[C@@H]1[C@@]3(C1C[C@@]3(O)[C@H](OC(=O)c5ccccc5)C1[C@]4(OC(C)=O)[C@@H](O)[C@@H]3OC)[C@@H](OC)C[C@H]2O (some centres not stated),/,/,6.3%[25.6 µM],0.3%,/,-1.1%
C=C(C)[C@H]1C2C(=O)O[C@H]1[C@H]1OC(=O)[C@@]34O[C@@H]3C[C@]2(O)[C@@]14C,/,/,11.8%[25.6 µM],-1.1%,/,-1.9%
Cc1c2cnn(CC(=O)N3CCC4(CC3)OCCO4)c(=O)c2c(C)n1Cc1ccc(F)cc1,/,/,0.6%,-2.0%,8.2%,-1.5%
CCNC(=O)C1OC(n2cnc3c(N)ncnc32)C(O)C1O (configuration not stated),/,/,16.3%,0.0%,1.3%,-2.5%
Cc1c2cnn(CC(=O)N3CCC4(CC3)OCCO4)c(=O)c2c(C)n1Cc1ccccc1F,/,/,-8.4%,0.5%,14.1%,-3.0%
Cc1ccc2nc(N3CCC(C(=O)N4CCC5(CC4)OCCO5)CC3)sc2c1,/,/,-5.5%,-0.2%,6.0%,-2.6%
COc1ccccc1N1CCN(Cc2ccccc2Cl)CC1,/,/,-19.0%,0.9%,-3.5%,-1.9%
COc1cc(C2SCC(=O)Nc3c2c(=O)[nH]n3C2CCCCCC2)cc(OC)c1OC (configuration not stated),/,/,-2.7%,0.2%,0.9%,-0.4%
CC(C)CC1C(=O)N2CCCC2C2(O)O[C@@](NC(=O)C3C=C4c5cccc6[nH]c(Br)c(c56)CC4N(C)C3)(C(C)C)C(=O)N12 (some centres not stated),/,18.5%,?,1.5%,/,-0.7%[3.08 µM]
CC1CCC2(OC1)OC1CC3C4CC[C@@H]5CC(O)CC[C@@]5(C)C4CC(=O)[C@]3(C)C1C2C (some centres not stated),/,-20.2%,4.3%,0.0%,/,-0.4%[3.08 µM]
CC(=O)OC1CC2C(C)(C)C(O)C=C[C@@]2(C)C2CC[C@]3(C)C(=CC(=O)OC3c3ccoc3)[C@]12C (some centres not stated),/,52.9%[activator],-10.4%,-1.5%,/,-1.4%[3.08 µM]
CN(CCC(N)CC(=O)NC1C=CC(n2ccc(N)nc2=O)OC1C(=O)O)C(=N)N (configuration not stated),/,-6.4%,-5.9%,-1.8%,/,-0.8%[3.08 µM]
CCC(C)C(=O)OC1C[C@@]2(C)C(c3ccoc3)OC(=O)CC23OC2(C)OC34C(OC(=O)C(C)C)[C@]3(O)C(OC(=O)C5(C)OC5C)[C@]5(C)CC3(O)[C@](C)(C5CC(=O)OC)C14O2 (some centres not stated),/,57.5%[activator],-3.1%,-0.7%,/,-0.1%[3.08 µM]
Oc1cc(O)c2c(c1)OC(c1cc(O)c(O)c(O)c1)C(O)C2 (configuration not stated),/,23.6%,?,-2.5%,/,0.2%[3.08 µM]
CC1(C)C(O)CC(O)[C@]2(C)C1CC(O)[C@]1(C)C2CC[C@@]2(C)C(c3ccoc3)CC3OC312 (some centres not stated),/,35.7%[activator],5.7%,-0.3%,/,-2.8%[3.08 µM]
CC(=O)OC1CC2C(C)(C)C(=O)C=C[C@]2(C)C2CC[C@]3(C)C(=CC(=O)OC3c3ccoc3)[C@]12C (some centres not stated),/,21.3%,-1.1%,-0.4%,/,-1.8%[3.08 µM]
CN1Cc2c(ccc3c2OCO3)C2C(O)Cc3cc4c(cc3C21)OCO4 (configuration not stated),/,1.3%,-0.7%[25.6 µM],-3.4%&1.4%,/,0.6%&-1.3%
OC1CCCCC1N1CCC(c2ccccc2)CC1 (configuration not stated),/,-5.9%,-6.2%,1.7%,/,-2.7%[3.08 µM]
CN1CCCC1c1cccnc1 (configuration not stated),/,-3.7%,-13.2%,-0.6%,/,-1.7%[3.08 µM]
C[C@@]12C=CC(=O)C=C1CCC1C2CC[C@]2(C)C(=O)CCC12 (some centres not stated),/,7.9%,-4.3%,1.2%,/,0.9%
COc1cc2c(cc1OC)[C@@]13CCN4CC5=CCOC6CC(=O)N2C1[C@H]6[C@@H]5C[C@@H]43 (some centres not stated),/,-17.9%,3.2%,0.6%,/,-0.6%[3.08 µM]
CC(=O)OC1C2CCC3C1(CC(O)[C@@]1(O)[C@@H](CC(O)C1(C)C)[C@]3(C)O)C[C@@]2(C)O (some centres not stated),/,-5.6%,1.9%,-1.7%,/,-1.6%[3.08 µM]

Bioassay records deposited in PubChem by National Center for Advancing Translational Sciences (NCATS).
